Rac1 mut GTP: alters GTP binding to activated mutant human Rac1; GST-Rac1 activated beads, fluorescent GTP binding, flow cytometry; actives lie on both sides; 100% means binding = to untreated wells; percent activity (GTP binding), % at 10 µM; actives 0.11% (n = 190,000);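 active means GTP binding at least 20 percentage points away from the 100% baseline, in either direction, so actives lie on both sides; inconclusive means Compound likely fluorescent itself, or too few beads counted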
Rac1 wt GTP bind: alters GTP binding to wildtype human Rac1; P63000; GST-Rac1 beads, fluorescent GTP binding, flow cytometry; actives lie on both sides; 0 = cold GTP competed, 100 = untreated; GTP binding activity (% of control), % at 10 µM; actives 0.27% (n = 190,000);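 active means GTP binding activity at least 20 points away from the 100% control level, either lower or higher; inconclusive means compound flagged as likely green fluorescent, judged across all proteins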
Avidin fluor: compound fluoresces at 488/530 nm on avidin beads; fluorescence (KMESF) at 10 µM; actives 0.38% (n = 220,000); AID 1775; compound fluorescence 488/530 nm, flow cytometry; active compounds read high; in the data active means fluorescence above about 47; further: inactives centre near 10
Mcl1 Noxa PPI: Mcl-1/Noxa interaction inhibition; Q07820; TR-FRET Mcl-1/Noxa peptide binding, 2 h; inhibition, % at 21.7 µM; actives 1.5% (n = 220,000);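 active means compounds that cut the protein-peptide binding signal by more than 50% relative to plate controls in a single-dose test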;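 further: His-tagged Mcl-1 with rhodamine Noxa BH3 peptide and terbium anti-His antibody; 0% = Mcl-1 plus Noxa peptide wells and 100% = peptide-only wells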
Target sequence (Q07820 whole entry, looked up): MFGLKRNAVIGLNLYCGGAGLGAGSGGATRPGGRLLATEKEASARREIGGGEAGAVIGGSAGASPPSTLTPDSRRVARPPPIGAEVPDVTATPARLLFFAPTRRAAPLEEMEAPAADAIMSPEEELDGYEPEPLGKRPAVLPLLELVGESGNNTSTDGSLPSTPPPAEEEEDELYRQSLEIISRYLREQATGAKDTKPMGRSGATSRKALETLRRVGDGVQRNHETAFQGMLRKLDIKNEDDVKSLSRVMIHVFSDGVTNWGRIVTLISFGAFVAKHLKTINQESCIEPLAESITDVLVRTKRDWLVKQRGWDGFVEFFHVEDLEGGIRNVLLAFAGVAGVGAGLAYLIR
Cdc42 wt GTP: changes GTP binding to wildtype human Cdc42 | GST-Cdc42 beads, Bodipy-GTP binding, flow cytometry; actives lie on both sides | percent activity (GTP binding), % at 10 µM | actives 0.2% (n = 190,000) | AID 761;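 active means percent activity GTP binding at least 20 points away from the 100% baseline, either down as inhibitor or up as activator; inconclusive means compound flagged as likely green fluorescent from well-wide comparison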;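 further: median bead fluorescence of bound Bodipy-FL-GTP at 100 nM; 0% = excess unlabeled GTP control and 100% = no compound control; below 100% means less GTP binding so inhibitor and above means activator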
Target sequence (P60953 whole entry, looked up): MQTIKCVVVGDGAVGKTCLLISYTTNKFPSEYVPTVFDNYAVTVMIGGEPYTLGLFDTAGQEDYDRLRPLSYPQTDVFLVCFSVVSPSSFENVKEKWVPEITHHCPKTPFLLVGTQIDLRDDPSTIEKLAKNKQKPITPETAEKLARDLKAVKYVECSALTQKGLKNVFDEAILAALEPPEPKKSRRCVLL
Rab2 wt GTP: changes GTP binding to wildtype dog Rab2A, up or down | GST-Rab2 wt beads, Bodipy-GTP binding, flow cytometry | GTP binding activity, % at 10 µM | actives 0.19% (n = 190,000) | P61105;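 active means GTP binding activity at least 20 points away from 100%, either lowered or raised; inconclusive means signal likely due to the compound's own green fluorescence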;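 further: 0% = beads with excess unlabeled GTP and 100% = no-compound control corrected for plate trend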
HRas wt GTP: human HRas wildtype GTP binding, change in either direction; GTP binding activity, % at 10 µM; actives 0.14% (n = 190,000); P01112; GST-Ras wt beads, Bodipy-FL-GTP binding, flow cytometry; actives lie on both sides;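 active means GTP binding activity at least 20% away from the 100% baseline, either lowered as inhibitor or raised as activator; inconclusive means flagged as likely green fluorescent, judged across all proteins in the well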;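 further: 0% = unlabeled GTP competition control and 100% = no-compound control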
Target sequence (P01112 whole entry, looked up): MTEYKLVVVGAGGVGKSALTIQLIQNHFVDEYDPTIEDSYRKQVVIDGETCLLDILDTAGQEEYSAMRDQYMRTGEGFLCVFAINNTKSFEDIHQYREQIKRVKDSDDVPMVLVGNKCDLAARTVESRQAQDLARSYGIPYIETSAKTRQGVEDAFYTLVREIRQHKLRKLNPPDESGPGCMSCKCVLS
Mcl1-Bid inh: Mcl-1/Bid interaction inhibition; Q07820; TR-FRET Mcl-1/Bid-Dy647 peptide binding, 1536-well; inhibition, % at 21.7 µM; actives 0.97% (n = 220,000); AID 1021;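 active means compounds that cut the binding signal by more than half at the single screening dose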;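 further: His-tagged Mcl-1 with europium anti-His antibody binding Bid BH3 peptide; 0% = Mcl-1 plus peptide wells and 100% = peptide-only wells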
GSH fluor: compound fluoresces at 488/530 nm on GSH beads; GSH beads flow cytometry, compound fluorescence 488/530 nm; active compounds read high; fluorescence (KMESF) at 10 µM; actives 0.25% (n = 190,000); in the data active means fluorescence above about 89;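 further: glutathione beads carrying GST-tagged Bcl family fusion proteins plus one bare bead set; values are compound well signal with DMSO vehicle wells as background; inactives centre near 16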
Pf gamet viab: kills late stage P. falciparum gametocytes | P. falciparum stage V gametocytes, ATP luminescence, 24 h | inhibition, % at 10.9 µM | actives 0.065% (n = 150,000);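 active means inhibition above the mean plus 3 SD of compounds within the control limits, set per campaign, cut at about 38% in these data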;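 further: 0% = DMSO wells and 100% = medium only without gametocytes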
Rab7 wt modul: modulators of GTP binding to dog Rab7 wildtype GTPase. GST-Rab7 beads, fluorescent GTP binding, flow cytometry; actives lie on both sides; untreated = 100%, excess cold GTP = 0%. GTP binding activity (percent of control), % at 10 µM. actives 0.055% (n = 190,000);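 active means fluorescent GTP binding to Rab7 beads changed by at least 20 points from the 100% baseline, either direction, mostly lower; inconclusive means compound itself probably fluorescent, or too few beads counted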;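 further: median green fluorescence of bound Bodipy-FL-GTP per Rab7 bead population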
* = called active by the depositor; ? = inconclusive; nt = no result given.

SMILES	Rac1 mut GTP	Rac1 wt GTP bind	Avidin fluor	Mcl1 Noxa PPI	Cdc42 wt GTP	Rab2 wt GTP	HRas wt GTP	Mcl1-Bid inh	GSH fluor	Pf gamet viab	Rab7 wt modul
Cc1ccccc1Nc1cc(=O)oc2ccccc12	101	103	6	11	100	101	102	6	34	nt	102
Cc1cccc(N2CCN(CC(O)COCc3cccs3)CC2)c1C (stereo not given)	99	104	10	12	105	100	102	-9	11	2	104
Cc1cc(C)c(C(=O)Nc2ccc(S(=O)(=O)Nc3onc(C)c3C)cc2)c(C)c1	94	97	8	34	94	99	96	33	22	nt	97
O=C(c1ccccc1)N1CCN(c2n[nH]c(=O)[nH]c2=O)CC1	98	99	11	4	95	98	97	-25	12	nt	102
Cc1ccc(N2C(=O)c3cccc4c(C(=O)O)ccc(c34)C2=O)cc1	93	94	16	8	90	91	95	-2	11	-1	99
c1ccc(-c2ccccc2OCCCN2CCCCCC2)cc1	97	101	8	20	98	96	99	17	19	8	98
COC(=O)Cn1c(C)nc(=O)c(-c2ccccc2)c1C	101	105	28	6	104	104	103	-3	19	nt	103
COc1cccc(-c2nnc(NC(=O)c3ccc(Cl)s3)o2)c1	94	97	4	-74	95	96	96	0	16	nt	96
COc1ccc2nc(C)c3c(c2c1)OC(C)C3 (stereo not given)	99	104	15	1	104	99	102	2	25	nt	97
CCSc1nnc(CNC(=O)c2ccccc2F)n1-c1ccccc1OC	94	99	8	7	97	98	99	-29	14	nt	102
Cc1ccc(-c2cc(-c3ccccc3C)[nH]n2)c(O)c1	94	102	22	24	103	96	99	7	16	-38	95
COc1ccc(N(CC(=O)Nc2ccc3c(c2)OCO3)S(=O)(=O)c2ccccc2)cc1	95	96	10	2	97	97	95	-22	26	-4	98
Cc1nc2sc(C(c3cccc(F)c3)N3CCN(C(=O)c4ccco4)CC3)c(O)n2n1 (stereo not given)	100	102	4	-7	103	101	100	4	47	nt	98
Cn1c(=O)c2c(-c3ccccc3)n(C3CCCCC3)cc2n(C)c1=O	100	101	21	-8	99	99	100	-94	15	nt	96
CC(=O)c1cc(C)ccc1OC(=O)c1cccc2nc(C)oc12	94	96	5	2	96	96	97	-15	29	19	99
CCS(=O)(=O)N1Cc2ccccc2CC1C(=O)Nc1nnc(SCc2c(Cl)cccc2Cl)s1 (stereo not given)	96	102	14	-46	100	97	98	-58	8	14	99
Cc1cc(NC(=O)c2sc(Nc3ccc(F)cc3)nc2N)no1	93	89	25	9	91	93	93	-26	8	-55	94
CC1=NNC(=O)C1CCC(=O)N/N=C\c1ccccc1[N+](=O)[O-] (stereo not given)	106	105	36	15	109	108	107	-18	22	17	107
CN(C)C(=O)CSc1nnc(-c2cc(-c3cccs3)nc3ccccc23)o1	101	104	13	25	105	102	103	7	15	nt	101
CCN(Cc1cnn(C)c1)C(=O)c1ccc(OC2CCN(S(=O)(=O)N(C)C)CC2)cc1	?	?	10	-10	?	?	?	-12	17	-20	?
CC(O)CN1CC(O)=C(c2nc3ccccc3s2)C1=N (stereo not given)	98	102	9	4	103	100	99	-11	13	-22	98
COC(=O)CC1Sc2ccccc2NC1=O (stereo not given)	97	93	2	14	96	96	97	-25	35	-3	96
COCCCNC(NC(=O)c1ccc(C)cc1)C(Cl)(Cl)Cl (stereo not given)	96	99	10	-2	98	95	97	6	11	nt	96
O=C(OCC1OC(n2cnc3c(N(C(=O)c4ccccc4)C(=O)c4ccccc4)ncnc32)C(O)C1F)c1ccccc1 (stereo not given)	?	?	10	-17	?	?	?	-56	20	nt	?
Cc1nn(-c2ccccc2)c(C)c1NC(=O)COc1ccc(C#N)cc1	102	105	22	8	104	99	100	-5	10	-4	97
O=C(NNC(=O)C1CCN(c2ncccn2)CC1)c1ccccc1	?	?	9	-7	?	?	?	-15	21	-3	?
Cc1cc(C)nc(NNC(=O)NC2CCCCC2)n1	?	?	-2	10	?	?	?	-9	14	1	?
Cc1ccc(/C=N/n2cnc3sc4c(c3c2=O)CCCC4)o1	100	103	11	-4	102	102	105	-21	6	nt	102
CC(=O)Nn1c(COc2ccccc2C)nc2ccccc2c1=O	102	106	9	-12	103	105	105	-16	7	nt	104
Oc1c(N=NC(=S)Nc2ccccc2F)c2ccccc2n1Cc1cccc(Cl)c1	94	102	10	-62	97	96	97	-33	18	3	106
CCCCOCCCn1c(-c2ccco2)nc2nc3ccccc3nc21	94	94	14	16	98	95	98	2	16	nt	100
COc1ccc(C(=O)NCc2n[nH]c(=S)n2-c2ccccc2)cc1OC	98	100	39	30	102	99	101	-8	11	nt	100
COc1ccc(-c2noc(CCC(=O)Nc3ccc4c(c3)OCCO4)n2)cc1	91	94	11	8	95	94	96	-1	33	-39	95
COc1ccc(CC(=O)Nc2nnc(C(C)C)s2)cc1OC	98	100	9	-8	97	99	98	-13	10	-1	102
CCOC(=O)c1c(C#N)cnn1-c1ccc(C)cc1	97	100	14	-2	98	97	98	9	51	5	96
COC(=O)[C@H](C)NC(=O)Nc1ccc(Oc2ccccc2)cc1	?	?	8	-17	?	?	?	-18	19	nt	?
COCc1cc(C)nc(OCC(=O)N/N=C/c2ccc(-c3cccc([N+](=O)[O-])c3)o2)c1C#N	99	98	11	-7	101	101	101	-15	15	nt	97
Cc1cc(C)cc(C(=O)NC(=S)Nc2ccc3c(c2)OCCO3)c1	97	103	6	11	101	97	98	-16	10	4	100
Cc1c(Br)cc(C(=O)NC2CCCCC2)c(C)c1C	102	103	6	-15	104	102	101	10	23	nt	101
O=C(Cn1nnc(-c2ccncc2)n1)Nc1ccc2c(c1)CCC2	98	100	8	6	96	100	102	-12	25	nt	101
CCOC(=O)N1CCC(NC(=O)c2cc3c(-c4ccccc4F)nn(C)c3s2)CC1	98	102	10	-20	99	98	98	-38	19	nt	97
COC(=O)/C=C/c1ccc(OC(=O)c2ccncc2)cc1	104	105	6	3	105	103	103	-36	11	-30	103
Cc1ccnc(N=Cc2nc(-c3ccccc3Br)oc2O)c1	95	101	34	7	101	104	98	-10	8	-13	107
COc1ccc(C2=NOC(Cn3c(Cc4ccc(Cl)cc4)nc4c3c(=O)n(C)c(=O)n4C)C2)cc1 (stereo not given)	94	95	5	2	95	93	95	15	40	nt	92
CCN(CC)S(=O)(=O)c1ccc(NC(=O)C2c3ccccc3Oc3ccccc32)cc1	99	104	10	3	97	102	96	-3	23	-7	102
CS(=O)(=O)N(CC(=O)Nc1ccc2c(c1)OCO2)Cc1ccccc1	99	108	16	-5	104	101	103	-3	30	nt	101
COc1ccc(-c2c(C)nn3c(N4CCC(C(=O)NCCN(C)C)CC4)cc(C)nc23)cc1OC	99	102	5	11	103	102	103	-22	34	8	103
O=C(CN1CCN(C(=O)c2cccc(F)c2)CC1)NC1CCCCC1	95	95	36	5	97	94	97	21	12	23	96
CCc1nc2sc3c(c2c(=O)n1NC(=O)CCl)CCCC3	97	101	27	7	98	97	99	6	18	30	96
O=C(NNC(=O)c1cccnc1)Nc1ccc([N+](=O)[O-])cc1	97	98	5	-2	98	94	96	-33	15	-3	98
Cc1ccccc1CSc1ncnc2ccccc12	89	94	9	-3	94	92	94	-29	17	nt	104
O=C1NC(=S)N/C1=C/c1ccc(-c2c(Br)cc([N+](=O)[O-])cc2Br)o1	94	96	4	86*	94	92	94	98*	24	nt	93
Cc1ccc(-c2cc(C(F)F)n3ncc(C(=O)Nc4c(C)nn(Cc5ccccc5Cl)c4C)c3n2)cc1	92	82	20	24	86	94	90	8	10	nt	93
CCCN1CCCc2cc(CN)ccc21	100	103	35	30	100	99	100	-8	16	nt	100
CC1CC(C(F)(F)C(F)(F)F)n2nc(C(=O)O)cc2N1 (stereo not given)	96	101	29	22	97	95	99	-14	26	nt	100
CCCCC1(Cc2cccc([N+](=O)[O-])c2)C(=O)N(c2ccccc2)N(c2ccccc2)C1=O	103	109	37	-11	107	102	106	-6	18	nt	105
CS/C(=N\S(=O)(=O)c1ccc(N)cc1)NS(=O)(=O)c1cccs1	99	101	11	22	101	100	101	-6	42	nt	99
Cc1cc(C)cc(N2CN=c3s/c(=C\c4ccco4)c(=O)n3C2)c1	100	102	9	5	102	98	100	-35	6	18	98
Cc1ccc(-n2c(-c3nn(C)c(C)c3Cl)n[nH]c2=S)cc1	95	94	3	29	96	96	98	5	50	nt	95
COc1ccccc1Nc1nc(N)nc(-c2oc3ccccc3c2C)n1	97	99	13	9	98	99	100	-10	8	22	101

Following part
SMILES	Rac1 mut GTP	Rac1 wt GTP bind	Avidin fluor	Mcl1 Noxa PPI	Cdc42 wt GTP	Rab2 wt GTP	HRas wt GTP	Mcl1-Bid inh	GSH fluor	Pf gamet viab	Rab7 wt modul
Cc1ccc(SC/C(O)=C(\C#N)c2nc3ccccc3s2)cc1	90	101	14	45	93	94	95	8	29	nt	94
O=C(Cc1ccc(Cl)cc1)Nc1ccc(-c2cc3ccccc3oc2=O)c(Cl)c1	98	103	3	-1	99	99	101	-18	11	nt	100
COCCCNC(=O)C1CCCCN1S(=O)(=O)c1ccc(F)cc1 (stereo not given)	96	100	7	-12	95	90	93	-1	24	1	90
Cc1ccc(-c2c3c(nc4sc(C(N)=O)c(N)c24)CCCC3)o1	98	95	5	25	95	95	95	-9	20	4	92
CC1=CCC(C(=O)O)(C(=O)N/N=C/c2cccs2)C(c2ccc([N+](=O)[O-])cc2)C1 (stereo not given)	95	97	5	10	96	93	96	6	24	-6	94
Fc1ccc(Cn2c(-c3cscn3)nc3ccccc32)c(Cl)c1	98	102	7	12	97	101	101	5	16	nt	100
COc1ccc(OC)c(N(CC(N)=O)S(=O)(=O)c2ccc(OC)c(OC)c2)c1	99	103	18	14	100	101	103	2	36	9	102
Cc1ccc(CNCCNCCO)s1	98	99	8	20	102	101	99	8	17	10	102
O=C(NCCCN1CCOCC1)c1cnn2c(-c3ccccc3)cc(-c3ccccc3)nc12	99	109	12	3	101	101	102	-1	30	nt	101
O=C(c1c[nH]c(C(=O)N2CCN(Cc3ccccc3)CC2)c1)C1CCCCC1	95	102	10	12	100	99	99	-38	11	-1	100
O=C(Nc1ccc2c(c1)OCCO2)NC1(C(F)(F)F)Oc2ccccc2O1	103	104	23	25	104	99	101	69*	14	nt	96
O=C(O)c1ccc2nc(-c3ccccc3)sc2c1	100	103	16	15	100	99	100	3	10	nt	99

Bioassay records from PubChem.
